Screening data (PubChem BioAssay)
GPR35 antagonists – inhibition of zaprinast-stimulated GPR35 beta-arrestin translocation – imaging, U2OS, beta-arrestin-GFP, zaprinast agonist, primary screen (AID 2058); U2OS GPR35 beta-arrestin-GFP translocation imaging, zaprinast antagonism; higher % means a stronger effect; 290,000 compounds, 0.052% hits; inhibition, % at 10 µM, or IC50 in µM where a hit was titrated;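 active = inhibition of at least 50% with at least 30 cells and total cytoplasm GFP at most 10,000,000; inconclusive = under 30 cells or total GFP of 10,000,000 plus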
Dengue-2 NS5 capping – flavivirus cap methylation enzyme inhibition – biochemical, confirmation dose response, primary screen (AID 588689); Dengue-2 NS5 methyltransferase capping enzyme assay, biochemical; higher % means a stronger effect; inhibition, % at 25 µM, or IC50 in µM where a hit was titrated; 340,000 compounds, 0.3% hits; in the data active = a potency from the dose series; inconclusive = inhibition above about 29% without an active follow-up result
RSV CPE inhibition – inhibition of RSV-induced cytopathic effect – HEp-2 cells, primary 10 µM value included (AID 2391); HEp-2 cells, RSV-induced CPE inhibition; higher % means a stronger effect; CPE inhibition, % at 10 µM, or IC50 in µM where a hit was titrated; 310,000 compounds, 0.13% hits; in the data active = a potency from the dose series; inconclusive = CPE inhibition mostly from about 23% at the one dose, without a potency; inactive = the rest, 99 in 100 with CPE inhibition below about 21%; also: strong numbers were not always called active
MgcRacGAP inhibition – MgcRacGAP GTPase-activating activity inhibitors, confirmation, biochemical, ADP Hunter fluorescence. 340,000 compounds, 0.6% hits. MgcRacGAP-stimulated Rac1 GTP hydrolysis, ADP Hunter fluorescence; higher % means a stronger effect; GST-tagged Rac1 F28L mutant substrate. inhibition, % at 30 µM, or IC50 in µM where a hit was titrated;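 active = first-screen hits whose inhibition reached a set limit at any dose in the follow-up dose series; inconclusive = inhibition above the set first-screen limit but never retested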;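 also: fluorescence reports GDP produced by GAP-driven GTP hydrolysis; strong numbers were not always called active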
K1F lysis inhibition – inhibition of K1F phage lysis, E. coli UTI89, bacterial capsule biogenesis inhibitors, alamar blue (AID 488966) | E. coli UTI89 K1F phage lysis, alamar blue, 2 h; higher % means a stronger effect | inhibition, % at 100 µM, or IC50 in µM where a hit was titrated | 340,000 compounds, 0.02% hits;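 active = phage lysis inhibition, versus mean bacterial control, above a set limit; inconclusive = no clear call, values can overlap the other calls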;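 also: capsule biogenesis inhibitors block K1F phage lysis so surviving cells raise fluorescence; higher fluorescence means more inhibition of phage lysis; actives were called in the ten point dose series up to 300 µM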
Large T inhibition – TAg ATPase/helicase activity blockers – biochemical (AID 1903) | one-dose inhibition, % at 20 µM; IC50 in µM for titrated hits | SV40 large T antigen ATPase/helicase inhibition assay; higher % means a stronger effect | 310,000 compounds, 0.39% hits; in the data active = a potency from the dose series; inconclusive = inhibition mostly from about 32% at the one dose, without a potency; inactive = the rest, 99 in 100 with inhibition below about 32%; also: strong numbers were not always called active
GPR55 antagonists – inhibition of LPI-stimulated GPR55 beta-arrestin translocation – imaging, U2OS, beta-arrestin-GFP, LPI agonist, primary screen (AID 2013); 290,000 compounds, 0.13% hits; inhibition, % at 10 µM, or IC50 in µM where a hit was titrated; U2OS GPR55 beta-arrestin-GFP translocation imaging, LPI antagonism; higher % means a stronger effect;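 active = spots per cell inhibited over 60%, with over 100 cells counted and total cytoplasm intensity under 500,000; inconclusive = wells with under 100 cells, flagged as likely toxic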;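 also: U2OS cells stably carrying GPR55 and arrestin-GFP stimulated by 5 µM LPI near EC80; imaged beta-arrestin-GFP aggregate spots per cell after agonist stimulation; plate controls were LPI-stimulated DMSO wells for no effect and DMSO wells without LPI for full effect; some results filed as inactive read as strong as hits; confirmed hits need IC50 under 10 µM and bright autofluorescent wells are also inconclusive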
Salmonella PhoP GFP – PhoP-dependent GFP reporter repression – Salmonella Typhimurium, primary screen (AID 1863). 300,000 compounds, 0.16% hits. S. Typhimurium PhoP-regulated promoter GFP reporter, 4 h; higher % means a stronger effect. inhibition, % at 50 µM, or IC50 in µM where a hit was titrated;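 active = inhibition over 29.93%, a cutoff 3 SD above the screen mean, later confirmed by dose response; inconclusive = inhibition over 29.93% but no dose response follow-up; inactive = inhibition at most 29.93% or unconfirmed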;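 also: 0% = low Mg2+ inducing control and 100% = high Mg2+ repressing control; strong numbers were not always called active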
HIV peptide binding – cell-free HIV fusion peptide-binding blockers – biochemical, uHTS, fluorescence dequenching, primary screen (AID 1986); cell-free peptide binding, fluorescence dequenching, 30 min; higher % means a stronger effect; inhibition, % at 20 µM, or IC50 in µM where a hit was titrated; 290,000 compounds, 0.3% hits; in the data active = inhibition mostly above about 52%, no sharp cut-off; inactive = mostly below about 76%; also: some results filed as inactive read as strong as hits
Dengue-2 NS5 capping pilot replicate – further read-out of Dengue-2 NS5 capping, marked with its call; inhibition, %; measured here: pilot screen replicate inhibition
The depositor's hits bear a star; ? = inconclusive; . = not tested or not shown; & = joins results of further samples; [ ] = another dose, or the depositor's remark.

SMILES	GPR35 antagonists	Dengue-2 NS5 capping	RSV CPE inhibition	MgcRacGAP inhibition	K1F lysis inhibition	Large T inhibition	GPR55 antagonists	Salmonella PhoP GFP	HIV peptide binding	others
O=C1S/C(=C\c2ccccc2)C(=O)N1CC(O)Cn1c2ccccc2c2ccccc21 (configuration not stated)	-10%	-5%	3.8%	4%	-0.9%	1%	-3%	-12%	0.2%
CCOC(=O)CNC(=O)N1CCCC(C(=O)c2cccc(Cl)c2)C1 (configuration not stated)	6%	0%	3.5%	0%	0.8%	2%	-5%	9%	-0.3%
COc1ccc(NC(=O)c2cccnc2N2CCOCC2)cc1	-1%	-1%	1.4%	13%	-1.1%	8%	17%	7%	0.6%
COC(=O)c1sccc1NC(=S)N1CCCCC1C (configuration not stated)	21%	2%	1.7%	-11%	0.6%	6%	-3%	-2%	4.2%
CC(C)Nc1nnc(SCC(=O)c2c(N)n(Cc3ccccc3)c(=O)n(C)c2=O)s1	-1%	-8%	0.1%	5%	0.4%	4%	11%	11%	-1.0%
COC(=O)c1ccc(NC(=O)c2cnc3scc(C)n3c2=O)cc1	-8%	.	2.2%	.	.	9%	5%	-9%	1.1%
O=C(NC(=S)NCCc1ccccc1)C1CCCCC1	-3%	1%	22%	10%	10%	21%	2%	11%	0.0%
N#C/C(=C\c1cc(O)c(O)c(O)c1)C(N)=O	6%	-31%	1.6%	?	1.5%	?	0%	3%	21%
CCN(CC)CCNC(=O)COc1ccc(OC)cc1	17%	-12%&1%	-0.5%&0.9%	6%&8%	-0.6%	9%&15%	8%	-7%&-4%	-0.1%
Cc1ccc(S(=O)(=O)NNC(=O)C2COc3ccccc3O2)cc1 (configuration not stated)	-11%	-2%	0.8%	4%	6.2%	30%	-1%	-2%	1.8%
COc1ccccc1NC(=O)CCN1CCN(Cc2ccccc2)CC1	3%	-5%	-0.8%	4%	6.6%	4%	4%	-2%	-1.4%
COCCOCCn1c(CCCO)nc2ccccc21	-2%	-6%	2.5%	7%	0.3%	2%	16%	-2%	-0.8%
CCOC(=O)c1cc2occc2n1CC(=O)N1CCCc2ccccc21	13%	-2%	2.9%	7%	-0.3%	1%	2%	5%	0.2%
COc1ccccc1S(=O)(=O)Cc1ccc(C(=O)NCc2ccco2)o1	-9%	-1%	1.2%	4%	0.3%	12%	5%	-7%	1.6%
CCC1(C)Cc2c(sc3nc(SC)n(Cc4ccccc4)c(=O)c23)CO1 (configuration not stated)	-5%	-7%	4.7%	14%	1.5%	2%	-6%	-3%	0.4%
CCN1CNC(=S)N(c2ccccc2C)C1	-2%	-2%	.	1%	-1.0%	4%	1%	-11%	-0.4%
CCOC(=O)C1CCN(S(=O)(=O)c2ccc3oc(=O)ccc3c2)CC1	-8%	18%	0.3%	4%	-0.1%	-32%	-7%	3%	-1.2%
Cc1cc2nc(-c3ccc(SCc4ccc(C(=O)O)cc4)nc3)[nH]c2cc1C	13%	3%	4.6%	11%	-1.8%	5%	-16%	-4%	57%*
CCN(CC)C(=O)C1CCCN(Cc2nc(-c3cnccn3)no2)C1 (configuration not stated)	7%	3%	0.4%	12%	0.2%	9%	7%	-16%	1.0%
CN(Cc1ccc(C(C)(C)C)cc1)C(=O)C1CSC2(C)CCC(=O)N12 (configuration not stated)	.	-2%	-0.9%	2%	0.4%[50 µM]	.	.	.	.
COc1ccc(CNC(=O)C(c2ccco2)N(C(=O)Cc2cccs2)c2cccnc2)cc1 (configuration not stated)	6%	3%	0.9%	7%	-0.6%	8%	17%	1%	2.3%
COC(=O)c1cccc(NC(=O)CC2C(=O)NCCN2C(=O)Nc2ccccc2)c1 (configuration not stated)	-5%	1%	0.8%	5%	-0.2%	17%	0%	-5%	0.8%
Cc1nc2ccc(S(=O)(=O)NC(C(=O)NCc3ccc4c(c3)OCO4)C(C)C)cc2s1 (configuration not stated)	1%	-7%	-1.1%	4%	-0.3%	-2%	10%	9%	-2.0%
CN(N)c1ccc2c(C(F)(F)F)cc(C(F)(F)F)nc2n1	10%	-5%	0.7%	4%	-2.0%	10%	8%	-6%	-1.6%
O=C(Cn1ccc2cc(S(=O)(=O)N3CCCC3)ccc21)NCc1ccco1	0%	-9%	7.7%	1%	0.4%	8%	-19%	-7%	-0.7%
CC(=O)OC1C(OC(C)=O)N(C(C)=O)C(=O)N1C(C)=O (configuration not stated)	5%	3%	0.4%	15%	1.3%	-4%	10%	14%	1.1%
CCCCS(=O)(=O)Nc1ccc2cn[nH]c2c1	-2%	1%	1.2%	5%	0.7%	10%	8%	5%	0.4%
CN1/C(=C\C=Nc2cc(S(=O)(=O)N3CCOCC3)ccc2N2CCOCC2)C(C)(C)c2ccccc21	1%	-22%	1.7%	13%	0.2%	8%	11%	1%	-1.1%
O=C(/C=C/c1cccc(Oc2ccccc2)c1)N1CCOCC1	-9%	.	1.1%	4%	-0.6%	10%	5%	2%	-1.3%
CCN1CCN(c2ncnc3sc(C(=O)Nc4ccccc4F)c(C)c23)CC1	2%	-8%	-0.2%	4%	1.3%[50 µM]	8%	18%	-3%	0.8%
Cc1cccc(-c2noc(CSc3ccccc3)n2)c1	7%	3%	3.6%	6%	-1.2%	12%	14%	1%	3.3%
COc1cccc(NC(=O)[C@H](Cc2ccccc2)NC(=O)[C@@H]2Cc3ccccc3CN2)c1	11%	-4%	-1.5%	-9%	0.4%	4%	1%	9%	-0.7%
CCC(=O)c1ccccc1OCCCCn1cncn1	8%	-1%	2.5%	?	0.4%	7%	-4%	4%	-1.5%	Dengue-2 NS5 capping pilot replicate=-5.8
c1ccn2c(c1)nc1c2nc2ccccn21	13%	-10%	-0.9%	13%	6.2%	8%	5%	1%	0.9%
COc1ccc(-c2cc3cccc(OC)c3oc2=O)cc1	-10%	-3%	3.7%	7%	0.1%	12%	11%	7%	-0.8%
NS(=O)(=O)c1ccc(CCNc2ccnc3cc(Cl)ccc23)cc1	14%	-6%	2.4%	7%	-0.3%	2%	2%	5%	-1.7%
Cc1ccc(N(C(=O)c2snc(C(N)=O)c2N)C(C(=O)NCC2CCCO2)c2ccc3ncccc3c2)cc1 (configuration not stated)	4%	-2%	.	3%	-0.1%	.	3%	.	0.0%
O=C(CSc1nc2ccccc2c(=O)n1Cc1ccc(Cl)cc1)NCc1cccs1	-5%	.	2.6%	-2%	1.8%	4%	3%	-3%	0.4%
CCOc1ccc(C(=O)Nc2c3c(nn2C(C)(C)C)CSC3)cc1OCC	2%	6%	.	10%	0.3%	1%	1%	1%	8.3%
CC(=O)Nc1ccc(S(=O)(=O)Nc2nnc(Cc3ccc(Cl)cc3)s2)cc1	6%	-5%	3.2%	-1%	-0.1%	-5%	-2%	3%	7.3%
Cc1ccc(S(=O)(=O)Nc2cc(C)cn(Cc3ccccc3)c2=O)cc1	8%	-30%	5.7%	12%	0.1%	1%	1%	3%	-0.6%
Cc1cc(Nc2ccccc2)nn1C(=O)c1ccc([N+](=O)[O-])cc1	-4%	1%	-1.5%	14%	1.4%	25%	3%	6%	-1.7%
Cc1cc(=O)[nH]c(SCC(=O)Nc2ccccc2C#N)c1C#N	8%	2%	-1.7%	4%	0.3%	8%	2%	-4%	6.9%	Dengue-2 NS5 capping pilot replicate=2.4
CCC(c1nnnn1Cc1ccc2c(c1)OCO2)N1CCN(c2ccccc2)CC1 (configuration not stated)	30%	-3%	1.3%	6%	-2.4%	0%	-13%	-8%	-4.6%
CC(C)c1ccc(CN2CCN(S(=O)(=O)c3ccc(Cl)s3)CC2)cc1	.	-6%	1.3%	3%	0.0%[50 µM]	.	.	.	.
COc1cc2cnncc2cc1OC	9%	-1%	2.4%	6%	0.0%	0%	5%	-5%	0.7%
Cc1ccc(OCC(=O)N(Cc2ccccc2)C(C)(C)C)c([N+](=O)[O-])n1	-11%	-8%	0.5%	-4%	1.7%[50 µM]	5%	-2%	-8%	-2.4%
Cc1nc2c(C#N)c(C)[nH]n2c(=O)c1Cc1ccccc1	5%	1%	0.3%	15%	0.0%	8%	3%	-10%	1.3%
CCCn1c(=O)c2ccccc2n2c(SCCOc3ccc(C)cc3)nnc12	20%	-6%	2.0%	19%	2.1%	9%	-3%	-10%	-1.8%
COc1cc2c(C#N)c(N3CCCCC3)nc(N)c2c(N)n1	-6%	16%	2.2%	-2%	2.5%	0%	15%	24%	-1.2%
COc1ccc(C)cc1S(=O)(=O)N(CC(=O)Nc1cccc([N+](=O)[O-])c1)c1ccc(C)c(C)c1	-4%	-3%	3.7%	5%	-0.2%	17%	12%	-8%	0.9%
N#CC1(NC(=O)COC(=O)Cc2n[nH]c(=O)c3ccccc23)CCCCC1	.	-1%	3.1%	8%	1.4%[50 µM]	13%	.	-1%	.
COc1ccc(NC(=O)CSc2nnc(-c3ccco3)c(-c3ccco3)n2)cc1OC	6%	27%	1.4%	-4%	-0.4%	27%	-10%	1%	26%
O=C(COC(=O)c1cc(F)cc(F)c1)Nc1cccnc1Cl	-22%	-7%	3.1%	7%	0.5%	12%	-6%	-9%	-0.6%
O=C(c1cnn2c(C(F)(F)F)cc(-c3ccccc3)nc12)N1CCOCC1	12%	0%	0.1%	6%	0.5%	2%	6%	10%	22%
N#Cc1c(C(F)(F)F)cc(-c2ccccc2Cl)[nH]c1=O	-3%	6%	1.6%	6%	-1.2%	7%	-11%	17%	23%
CCO[C@H]1OC(C(=O)N2CCN(C)CC2)=C[C@@H](C2CC2)[C@@H]1CCCO	-18%	-1%	1.1%	5%	-0.7%	4%	4%	-3%	-0.2%
CN(CC1CCCO1)S(=O)(=O)c1ccc(C(=O)N2CCN(c3ccccc3)CC2)cc1 (configuration not stated)	7%	-4%	1.2%	9%	0.2%	4%	0%	6%	-0.2%
O=C(NCc1nnc2c(C(F)(F)F)cc(Cl)cn12)C1CCCC1	-1%	-13%	1.4%	2%	-0.2%	11%	5%	-10%	0.5%
O=C(COc1ccc(S(=O)(=O)NC2CCCCC2)cc1)NCc1ccccn1	5%	6%	1.5%	5%	2.0%[50 µM]	-7%	8%	-3%	-1.7%
CC(=O)c1c(C)[nH]c(C(=O)COC(=O)c2c(C)noc2C)c1C	.	2%	0.6%	5%	0.5%[50 µM]	.	.	.	.
